Screening results (PubChem)
GLP-1R agonist – agonists of human GLP-1 receptor | HEK293 GLP-1R CRE-luciferase, luminescence, 4-6 h; cells express a hypersensitive GLP-1R form | hit rate 0.007% among 380,000 | Potency, µM (doses to about 45.6 µM), without a hit: at the top dose activation, actives largely listed as activators | AID 624172; further: potency means the concentration at half of the fitted maximal effect; % of control where 0% means no effect
Target sequence (P43220 whole entry, looked up): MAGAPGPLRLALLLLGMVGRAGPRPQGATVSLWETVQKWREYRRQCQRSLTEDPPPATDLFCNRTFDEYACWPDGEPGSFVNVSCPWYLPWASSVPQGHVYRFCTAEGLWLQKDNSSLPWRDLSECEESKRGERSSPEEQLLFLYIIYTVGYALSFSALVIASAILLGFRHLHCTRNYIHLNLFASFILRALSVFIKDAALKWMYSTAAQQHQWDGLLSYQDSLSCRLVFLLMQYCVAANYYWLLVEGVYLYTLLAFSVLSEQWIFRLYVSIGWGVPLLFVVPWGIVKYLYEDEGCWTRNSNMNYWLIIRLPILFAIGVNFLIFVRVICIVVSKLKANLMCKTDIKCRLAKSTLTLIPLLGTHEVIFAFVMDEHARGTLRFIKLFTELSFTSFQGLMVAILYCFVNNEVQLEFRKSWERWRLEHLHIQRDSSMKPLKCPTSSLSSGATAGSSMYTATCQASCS
PLK1 PBD block – inhibitors of human PLK1 polo-box domain binding; P53350; AID 720504; Plk1 PBD binding of FITC phosphopeptide, fluorescence polarization; Potency, µM, for inactives: max response, negative = inhibition, actives largely listed as inhibitors; hit rate 2.8% among 360,000; further: potency means the concentration at half of the fitted maximal effect; series mostly up to about 57 µM; on the % scale 0 is the no-effect control and ±100 the full control effect; nearly all actives have a fitted effect of over 65% in size
Target sequence (P53350 whole entry, looked up, the tested form may be a part): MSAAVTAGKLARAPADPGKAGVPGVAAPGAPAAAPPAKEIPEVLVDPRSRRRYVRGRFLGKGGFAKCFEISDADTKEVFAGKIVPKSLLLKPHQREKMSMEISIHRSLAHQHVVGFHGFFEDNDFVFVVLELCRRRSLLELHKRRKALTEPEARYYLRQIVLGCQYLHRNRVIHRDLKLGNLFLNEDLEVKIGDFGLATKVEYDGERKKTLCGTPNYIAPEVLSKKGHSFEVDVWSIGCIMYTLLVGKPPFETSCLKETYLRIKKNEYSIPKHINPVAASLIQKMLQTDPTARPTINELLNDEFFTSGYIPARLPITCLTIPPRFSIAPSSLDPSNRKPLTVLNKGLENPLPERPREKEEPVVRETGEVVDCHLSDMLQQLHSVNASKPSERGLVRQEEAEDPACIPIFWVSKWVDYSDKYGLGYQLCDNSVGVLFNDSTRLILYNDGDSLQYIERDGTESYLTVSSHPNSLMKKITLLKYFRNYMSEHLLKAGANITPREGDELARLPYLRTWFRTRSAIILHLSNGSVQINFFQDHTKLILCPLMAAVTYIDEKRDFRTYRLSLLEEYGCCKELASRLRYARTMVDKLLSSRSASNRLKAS
GLP1R cytotox – cytotoxicity in counter-screen for GLP-1R inverse agonists | HEK293 cAMP-luciferase reporter cells, luminescence, 24 h | Potency, µM (highest dose often 38.3 µM), without a hit: at the top dose activity change, negative = inhibition, usual class: inhibitors | hit rate 0.13% among 410,000;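 further: loss of luciferase light is scored as toxicity; potency means the concentration at half of the fitted maximal effect; on the % scale 0 is the no-effect control and ±100 the full control effect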
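Seeding density was 200 cells/uL; after overnight-length (12 h) culture, 23 nL compounds went on for 24 h at 37 °C. Readout used a luciferase detection reagent, luminescence taken after 12 min at room temperature.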
IL2 activator – IL-2 activation; hit rate 0.065% among 360,000; IL-2 activation reporter assay, cell-based qHTS; stimulated with anti-CD3/CD4/CD28 beads; in transgenic mouse T cells; activation, % (series mostly up to about 46 µM); AID 652025; in the data active means activation above about 50%; inconclusive means mostly about 30% to 49%; further: 0% is about no effect
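Readout: EGFP and DsRed signals by fluorescent plate cytometry. Unstimulated transgenic mouse T cells received compound 60 min before antibody-bead stimulation, then incubated 18 h at 37 degrees C.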
PI5P4Ka inh – inhibitors of human PI5P4K alpha; hit rate 1.2% among 330,000; PI5P4Kalpha enzyme, ADP-Glo luminescence, 60 min; active compounds read low; max response, %; P48426; active means max response of -50% or lower; inconclusive means between -30% and -50%; inactive means -30% or higher; further: value at the top dose of about 77 µM; on the % scale 0 is the no-effect control and ±100 the full control effect
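Human PI5P4Kalpha with substrate in 0.038 M HEPES pH 7.4, 0.28 mM EGTA, 0.1% CHAPS, 5% DMSO; reaction started with 5 microM ATP (final), 60 min at room temperature. ADP formed read by ADP-Glo luminescence.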
PTHR1 agonist – agonists of human PTHR1 parathyroid hormone receptor | hit rate 0.075% among 410,000 | HEK293 GP2 PTHR1 cells, GloSensor cAMP luminescence, 1 h | Q03431 | Potency, µM (doses to about 115 µM), inactives show at the highest dose activation, actives largely listed as activators; further: potency means the concentration at half of the fitted maximal effect; nearly all actives have a fitted effect of over 55% in size; some results filed as inactive show a strong effect at the top dose; inactives centre near -15; many of its hits are not listed in these tables
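HEK-293-derived GP2 cells expressing PTHR1 and a GloSensor cAMP reporter, 3,000/well, plated overnight, given luciferin plus IBMX (each 0.5 mM as added) for 1 h at 37 °C, then compound for 1 h at 37 °C. Luminescence was read after 15 min at room temperature.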
GLP-1R inv ag – inverse agonists of human GLP-1 receptor; P43220; HEK293 GLP-1R CRE-luciferase, luminescence, 24 h; GLP-1R form is constitutively active; Potency, µM (top dose mostly 38.3 µM), inactives show at the highest dose activity change, negative = inhibition, hits mostly inhibitors; hit rate 1.6% among 410,000; AID 624417; further: potency means the concentration at half of the fitted maximal effect; on the % scale 0 is the no-effect control and ±100 the full control effect; nearly all actives have a fitted effect of over 55% in size
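Using stably transfected HEK293 (constitutively active GLP-1R, cAMP-luciferase reporter), compounds were incubated 24 hr and luciferase measured by luminescence.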
EPAC1 ag – EPAC1 (human) agonism; O95398; EPAC1 agonist qHTS, biochemical assay; response scale: 100% = response to 6.5 mM cAMP; Potency, µM (top dose mostly 154 µM), inactives show at the highest dose activation, actives largely listed as activators; hit rate 0.073% among 360,000; further: potency means the concentration at half of the fitted maximal effect; nearly all actives have a fitted effect of over 60% in size
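Fluorescent GDP-exchange assay: 100 nM EPAC1 with 250 nM Rap1B preloaded with BODIPY-GDP and 50 uM GDP; compounds tested as concentration series, 5 min at room temperature, then read every 5 min for 30 min (ex 480/em 540 nm); normalized to 6.5 mM cAMP.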
EPAC1 antag – antagonists of human EPAC1; O95398; EPAC1 GEF assay, Rap1b-BODIPY-GDP exchange fluorescence; Potency, µM (highest dose often 115 µM), for the others: at the top dose activity change, negative = inhibition, usual class: inhibitors; hit rate 0.14% among 360,000; AID 720709;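 further: potency means the concentration at half of the fitted maximal effect; plate controls were vehicle for no effect and positive control for full effect; nearly all actives have a fitted effect of over 50% in size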
* marks the source's active call; other numbers are inactive results; i = inactive; ? = inconclusive; / = not tested or not shown; [ ] = remark or other dose. Unless noted, the call rests on the fitted dose curve; in most records, active means well fitted curve in the direction sought with a large enough effect; inconclusive means small, poorly fitted or top-dose-only effect, or another doubt; inactive means no such curve, though single readings can be large; an effect the other way counts as inactive or inconclusive. Not all compounds are listed. The share of hits here may be higher or lower than overall.

SMILES	GLP-1R agonist	PLK1 PBD block	GLP1R cytotox	IL2 activator	PI5P4Ka inh	PTHR1 agonist	GLP-1R inv ag	EPAC1 ag	EPAC1 antag
CC(C)NCCCOc1ccc(Cl)cc1Br	-2%	-2%	-19%	1.7	0	i	?	0%	-1%
CCOC(=O)c1cnc(SC2CC(=O)N(c3ccccc3)C2=O)nc1N (configuration not stated)	7%	-17%	25%	-0.8	1	i	5%	5%	3%
Cn1c(SCC(=O)NC2CCCC2)nnc1-c1ccco1	5%	-7%	1%	0.3	-1	i	13%	0%	-12%
CC(C)OCCCn1c(=N)c(S(=O)(=O)c2ccccc2)cc2c(=O)n3ccccc3nc21	-2%	-14%	44%[activator]	4.7	-5	-25%	5%	-10%	12%
CN(C)CC(=O)Nc1ccc2cn[nH]c2c1	10%	2%	-31%	-0.9	3	i	9%	-5%	-10%
O=C(/C=C/c1ccc(Cl)cc1)Nc1cc(S(=O)(=O)N2CCOCC2)ccc1N1CCOCC1	-7%	1%	-14%	-0.1	1	-6%	-17%	-6%	-19%
Nc1cccnc1Sc1cc(Cl)cc(Cl)c1	5%	-20%	4%	-2.2	-3	-6%[57.5 µM]	0%	0%	-7%
CC(=O)c1ccc(OCC(O)CN2CC(C)OC(C)C2)cc1 (configuration not stated)	12%	3%	1%	0.4	-1	i	-12%	5%	-1%
O=S(=O)(c1ccc(Cl)cc1)N1CCSC1c1ccco1 (configuration not stated)	-2%	-10%	1%	-2.4	-10	-16%[57.5 µM]	-15%	13%	?
CC(C)Oc1ccc(Br)cc1/C=N\NC(N)=S	0%	-17%	2.5µM*	-0.7	2	-45%[inhibitor]	3.2µM*	10%	?
Cc1ccc(C)c(NC(=O)Cn2nc(-c3ccccc3)nc2-c2ccccc2)c1	13%	-1%	-10%	-2.4	/	i	2%	-8%	-7%
COc1ccc(CNS(=O)(=O)CCNCCc2ccccc2)cc1	-4%	4%	2%	-0.4	2	-20%	13%	-5%	-3%
CCOc1ccccc1N(CC(=O)NC1CCCCC1)C(=O)CNC(=O)c1ccco1	-4%	1%	-11%	-1.8	0	i	-5%	2%	11%
CC(C)N(Cc1cc2ccccc2[nH]c1=O)C(=O)c1ccco1	9%	-4%	0%	0.1	-1	i	16%	0%	4%
COc1ccc(NS(=O)(=O)c2cc(NC(=O)CCNC(C)=O)ccc2N2CCOCC2)cc1	4%	-1%	-4%	-5.8	2	-14%	30%[activator]	-4%	6%
CCCCOC(=O)CCc1n[nH]c(=O)[nH]c1=O	0%	-1%	63%	-0.8	-4	-14%	12%	11%	1%
CCOC(=O)c1c(O)c2ccccc2n(C)c1=O	9%	0%	-4%	0.8	1	-5%	20%	9%	-4%
CC(C)(C)n1nnnc1C(c1cccs1)N(Cc1cccnc1)Cc1ccccc1Cl (configuration not stated)	-5%	-7%	?	-1.5	-7	-23%	?	9%	-4%
CCOC(=O)c1ccc(NC(=S)N(CCCN2CCCC2)Cc2ccco2)cc1	13%	0%	?	-4.2	17	i	?	11%	-18%
O=C(Cn1nnc2ccccc21)Nc1ccccc1[N+](=O)[O-]	1%	-8%	-3%	-2.0	-10	?	2%	-9%	-18%

Of the compounds above, two contain an aryl methoxy group.
SMILES	GLP-1R agonist	PLK1 PBD block	GLP1R cytotox	IL2 activator	PI5P4Ka inh	PTHR1 agonist	GLP-1R inv ag	EPAC1 ag	EPAC1 antag
COc1ccc(CNS(=O)(=O)CCNCCc2ccccc2)cc1	-4%	4%	2%	-0.4	2	-20%	13%	-5%	-3%
COc1ccc(NS(=O)(=O)c2cc(NC(=O)CCNC(C)=O)ccc2N2CCOCC2)cc1	4%	-1%	-4%	-5.8	2	-14%	30%[activator]	-4%	6%

Next records follow:
SMILES	GLP-1R agonist	PLK1 PBD block	GLP1R cytotox	IL2 activator	PI5P4Ka inh	PTHR1 agonist	GLP-1R inv ag	EPAC1 ag	EPAC1 antag
Nc1c(-c2ccccc2)c(CN2CCOCC2)nn1-c1cccc([N+](=O)[O-])c1	0%	5%	1%	-3.3	0	i	4%	-1%	7%
CC(=O)Nc1ccccc1OC(C)C(=O)NC(C)c1ccc(F)cc1 (configuration not stated)	5%	-22%	12%	-0.8	-9	-5%	7%	-4%	?
CCNC(=S)NN=C1CCC(C(C)(C)C)CC1 (configuration not stated)	-2%	0%	?	-0.5	13	11%	?	0%	11%
COc1ccc(CCN(C)C2CCCN(S(C)(=O)=O)C2)cc1OC (configuration not stated)	-2%	-5%	5%	0.6	-2	i	3%	5%	-26%
C[C@@H](C(=O)Nc1nccs1)N1C(=O)C2CC=CCC2C1=O (some centres not stated)	1%	0%	-23%	0.2	0	9%	?	2%	-6%
Cc1cccn2c(CN[C@@H]3CCCC[C@H]3c3ccccc3)c(C(=O)N3CCOCC3)nc12	20%	-16%	-1%	-0.2	3	i	0%	5%	5%
FC(F)(F)c1cccc(-c2ccn3ncnc3n2)c1	1%	1%	3%	-2.8	-9	i	42%[activator]	-9%	-12%
Cc1cc(COc2ccccc2)oc1C(=O)O	-8%	-14%	3%	-3.2	-8	-44%	?	5%	-6%
O=C(c1cccc(-n2cccc2)c1)N1CCN(S(=O)(=O)c2ccc(F)cc2)CC1	-2%	-2%	-1%	-3.0	?	21%	?	-7%	-23%
Clc1cccc(-c2nc3ccc(Cl)cn3c2Cc2ccccc2)c1	?	0%	-2%	-0.6	-2	i	?	11%	-13%
CC(=O)c1ccccc1OCCn1nc(C(=O)O)c2ccccc2c1=O	29%	-14%	-1%	-5.2	?	-5%	33%[activator]	2%	-8%
COC(=O)C1=C(C)N=C2SC(C#N)=C(N)N2C1c1ccc(OC)cc1 (configuration not stated)	-2%	-12%	19%	-0.2	-5	0%[57.5 µM]	-30%	-9%	4%
Fc1ccc(NC(=S)N2CCN(c3cccc(C(F)(F)F)c3)CC2)cc1	-4%	3%	-17%	0.0	-3	-36%	?	-5%	0%
CC(C)[C@H](NS(=O)(=O)c1cccc(C(F)(F)F)c1)C(=O)OCC(N)=O	4%	-7%	2%	-0.9	1	i	33%	2%	-4%
O=[N+]([O-])c1ncc(Br)cc1Nc1ccccc1	11%	3%	-22%	0.9	2	1%	15%	-2%	1%
CCCNC(=O)[C@@H]1CCCN1C(=O)[C@@H]1Cc2ccccc2CN1	1%	7%	1%	3.1	-8	i	1%	4%	-6%
CCOCCCn1c(=N)c(S(=O)(=O)c2ccc(C)cc2)cc2c(=O)n3ccccc3nc21	?	/	16%	/	/	-17%	12%	/	/
CC(C)CCNC(=O)CN(C)S(=O)(=O)c1cccc2nsnc12	-3%	-3%	-6%	-3.4	-7	-5%	10%	-3%	6%
O=C(CCC1CCCC1)Nc1ccc([N+](=O)[O-])cn1	4%	5%	-14%	-3.7	-2	-31%[inhibitor]	3%	112µM*	103%[activator]
Cc1ccc(S(=O)(=O)N(CC(O)CN2CCCCC2)c2cccc([N+](=O)[O-])c2)cc1 (configuration not stated)	9%	-7%	8%	-2.5	3	i	?	1%	14%
CCCc1ccc(S(=O)(=O)N(C)S(=O)(=O)c2ccc(F)cc2)cc1	6%	-4%	4%	-2.1	3	-13%	-30%	3%	?
COC(=O)c1ccc2nc(-c3ccccc3)c(Cc3ccsc3)n2c1	1%	-1%	4%	-0.4	-1	-17%	?	7%	20%
COc1cc2cc(CN(C(=O)Nc3ccccc3)C3CCCC3)c(=O)[nH]c2cc1OC	1%	-4%	-12%	-0.2	1	i	3%	11%	6%
CCCCNC(=O)C1c2ccccc2OCC(=O)N1Cc1cccnc1 (configuration not stated)	11%	-6%	2%	1.8	3	-3%	24%	2%	-7%
CCCn1nc(C(=O)NNC(=O)CCCOc2ccc(OC)cc2)c2ccccc2c1=O	-4%	3%	-2%	2.8	1	-3%	10%	-14%	-14%
CCCNC(=O)C1(C)CCN(C(=O)/C=C/c2ccccc2)C1 (configuration not stated)	-4%	0%	4%	0.0	-4	-32%[inhibitor]	22%	9%	3%
CC(=O)Nc1ccc(S(=O)(=O)NCC2CCC(C(=O)NCCCN3CCCC3=O)CC2)cc1 (configuration not stated)	-3%	-8%	3%	1.5	8	i	10%	8%	-23%
C/C(=N\NC(=O)c1c(Cl)c(C)nn1C)c1cccc(NC(=O)C2CCCC2)c1	1%	12%	-29%	-0.4	-1	-35%[inhibitor]	-13%	-1%	-4%
COc1ccc(S(=O)(=O)Nc2cccc3c2O[C@H](CN(C)Cc2ccccc2)[C@@H](C)CN([C@H](C)CO)C3=O)cc1	-1%	-10%	8%	-0.5	1	5%	4%	-4%	6%
COc1ccc(C(=O)N/C(=C\c2cn(S(=O)(=O)N(C)C)c3ccccc23)C(=O)N2CCN(C)CC2)cc1	4%	?	-2%	-0.2	-1	i	-5%	-1%	3%
COc1ccc2c(-c3ccc(SC)cc3)c(-c3ccc(S(C)(=O)=O)cc3)sc2c1	6%	-4%	10%	0.3	9	-21%	-21%	0%	0%
CC(C)c1ccc(NC(=O)C(c2ccc3c(c2)OCO3)N2CCC3(CC2)OCCO3)cc1 (configuration not stated)	0%	-6%	-6%	-1.1	-1	-19%	?	6%	1%
Clc1ccc(C=Cc2ccccn2)cc1	10%	-3%	-1%	0.5	1	-26%	9%	5%	-8%
Cc1ccc(N2CCN(C(=O)c3ccccc3F)CC2)c(C)c1	5%	-1%	-16%	-1.0	0	i	?	-7%	8%
CCN(CC)CCCC(C)Nc1nccc2c(Cl)cccc12 (configuration not stated)	-5%	-3%	?	-0.7	1	-7%	4.5µM*	8%	-11%
Cc1cc(C)cc(N2C(=O)c3nccnc3C2=O)c1	5%	-12%	22%	-2.4	4	1%	5%	-6%	0%
COc1ccc(-c2nn(CCC(=O)O)cc2/C=N/NC(N)=S)cc1	7%	-24%	2%	-0.4	-9	i	25%	10%	-5%
CC(=O)c1ccc(N2C(=O)[C@@H]3[C@H](C2=O)[C@H]2c4ccccc4C=NN2[C@@H]3C(C)=O)cc1	9%	-1%	7%	-3.5	-10	i	9%	0%	-8%
COC(=O)c1nnn(-c2nonc2N)c1CSCCO	9%	-10%	8%	4.1	-1	-2%	-10%	7%	-8%
